Screens deposited in PubChem by University of Kansas High Throughput Screening Laboratory.
Pf apPOL inh – Pf-apPOL DNA polymerase inhibition; 210,000 compounds, 0.25% hits; inhibition, % at 10 µM; Recombinant Pf-apPOL, molecular beacon fluorescence, 1.5 h; AID 1794808
mHTT CaM bind – mHTT-calmodulin interaction abrogation; 190,000 compounds, 3.6% hits; AID 1671202; inhibition, % at 15 µM; AlphaScreen His-mHTT/GST-CaM binding, luminescence;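 further: 0% = both proteins with DMSO and 100% = one protein alone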
* marks the source's active call; other numbers are inactive results; . = no result given; & = joins results of further samples. No stated cut-off is given here; in the data, active means inhibition above about 50%; inactive means the rest.

Preview (two entries):
Value order – Pf apPOL inh	mHTT CaM bind
#1 CCC(CC)NC(=O)O[C@H]1CC[C@@]23CCCN2C(=O)CCC[C@H]3C1
    -5	-14
#2 NN(CCO)C(=S)NCc1ccc(Cl)cc1
    -17	.

The whole of this part, repeating the preview:
Value order – Pf apPOL inh	mHTT CaM bind
#1 CCC(CC)NC(=O)O[C@H]1CC[C@@]23CCCN2C(=O)CCC[C@H]3C1
    -5	-14
#2 NN(CCO)C(=S)NCc1ccc(Cl)cc1
    -17	.
#3 Cc1nc2ccccn2c1-c1csc(Nc2cccc([N+](=O)[O-])c2)n1
    -10	3
#4 COC(=O)c1sc(S(C)(=O)=O)c(C#N)c1-c1cc(C(C)(C)C)oc1C
    -5	.
#5 Nc1nc2c(ncn2[C@H]2C[C@H](O)[C@@H](CO)O2)c(=O)[nH]1
    .	0
#6 Cc1cc(C)cc(N2C(=O)CSC2c2cccc(Br)c2)c1 (configuration not stated)
    -1	-10
#7 CCCNC(=O)C(C)Sc1nc2nc(C)cc(C)n2n1 (configuration not stated)
    -4	-10
#8 O=C(Nc1ccc(N2CCOCC2)cc1)c1ccccc1
    -3	-5
#9 Clc1ccccc1OCCCCN1CCNCC1
    -4	0
#10 Cn1nccc1C(=O)N1CCCC(C)(C(=O)NCc2ccccc2)C1 (configuration not stated)
    -3	-6
#11 C=CCCNS(=O)(=O)c1ccc(Cl)cc1
    .	-6
#12 CC(C)NC(=O)C1CCc2sc(C(=O)N3CCCCCC3)cc2C1 (configuration not stated)
    0	-3
#13 COc1ccc(N2CCN(C(=O)c3cc([N+](=O)[O-])ccc3N3CCOCC3)CC2)cc1
    -2	8
#14 O=C(Nc1ccc(-n2nncc2-c2ccccc2)cc1)c1ccc(Br)o1
    -5	21
#15 O=C(Nc1ccccc1C(=O)N1CCCC1)c1ccc(CN2CCc3ccccc3C2)cc1
    2	9
#16 N#Cc1cccc(C(=O)NC2CNC(=O)C2)c1 (configuration not stated)
    1	-14
#17 Cc1c(Cl)cccc1S(=O)(=O)N1CCCC1c1nc(-c2ccc(F)cc2)no1 (configuration not stated)
    -1	-9
#18 CCc1ccc(NC(=O)C(=O)NC2CC2)cc1
    -8	0
#19 O=S(=O)(Nc1cc(Cl)c(Cl)cc1Cl)c1ccc(F)cc1
    5	-5
#20 Clc1ccc(-n2cnnn2)cc1
    .	-10
#21 O=C(C1CCN(c2nc3cccnc3s2)CC1)N1CCN(c2ccccn2)CC1
    -5	-2
#22 Cc1noc(C)c1C1CCCN1C(=O)Cc1cccs1 (configuration not stated)
    2	5
#23 CCOc1ccccc1C(=O)Nc1ccc(C)c([N+](=O)[O-])c1
    4	7
#24 CC1CCCN(C(=O)Nc2cccc(NC(=O)N3CCCC(C)C3C)c2)C1C (configuration not stated)
    -5	-2
#25 CC(Nc1nc(-c2ccc([N+](=O)[O-])cc2)nc2ccccc12)c1ccccc1 (configuration not stated)
    1	11
#26 CN1CCCc2c1nc1c(c2N)CCCC1
    -9	-1
#27 COc1ccc(-c2cc3nc4c(c(=O)n3[nH]2)CN(C(=O)c2ccc(C)cc2)CC4)cc1
    3	9
#28 O=C(Oc1ccc(Cl)cc1Cl)c1ccc(Cl)cc1
    4	.
#29 CC(C)N1C(=O)c2cccnc2Sc2cc(NC(=O)c3ccccc3)ccc21
    1	4
#30 O=C(NCc1csc(C2CCN(C(=O)c3cccs3)CC2)n1)C1CC1
    0	-3
#31 CCC(C)NC(=O)CCCC1=NS(=O)(=O)c2ccccc2N1 (configuration not stated)
    -1	-1
#32 O=C(Nc1c2c(nn1-c1ccc(F)cc1)CSC2)c1ccco1
    -7	79*
#33 CCOc1ccc(C(=O)N2CC3CC(NC(=O)c4ccccc4)C2C3)cc1 (configuration not stated)
    -1	7
#34 O=C(Nc1cccc(NC(=O)c2ccccc2Cl)c1)c1cccc(I)c1
    -3	3
#35 CCCc1[nH]nc2c1C(c1ccc(Br)cc1)C(C#N)=C(N)O2 (configuration not stated)
    2	5
#36 O=C(Nc1ccc(Cl)cc1Cl)c1ccccc1
    -1	-22
#37 O=C1OC(c2cccc(Br)c2)=N/C1=C\c1ccc(F)cc1
    -5	3
#38 COc1ccc(C2(C)NC(=O)N(CC(=O)NCc3ccc(F)cc3)C2=O)cc1 (configuration not stated)
    -9	-24
#39 O=C1C2=C(C(c3ccccc3)=NCCN2)C(c2ccc(F)cc2)N1c1ccccc1 (configuration not stated)
    0	0
#40 CCN(CC)C(=O)CN1C(=O)C2(NC(C)C3C(=O)N(Cc4ccccc4)C(=O)C32)c2ccccc21 (configuration not stated)
    -10	11
#41 Cn1nccc1C(=O)N1CCCC(c2noc(-c3cccc(F)c3)n2)C1 (configuration not stated)
    -4	-9
#42 O=C1C(Br)=CC(=NS(=O)(=O)c2ccccc2)C=C1Br
    -2	100*
#43 O=C(CCc1conc1-c1ccc(F)cc1)NC1CCCCCC1
    0	-7
#44 Cc1cccc(-c2cc(N3CCN(C(=O)NC(C)C)CC3)ncn2)c1
    -4	-10
#45 C/C(=C\C(=O)c1ccc(Cl)cc1)Nc1ccccc1O
    2	27
#46 CCc1ccc(CNC(=O)C2CCc3nc(N4CCOCC4)ncc3C2)cc1 (configuration not stated)
    -2	0
#47 O=C(COc1ccc([N+](=O)[O-])cc1)Nc1cccc(F)c1
    -1	-5
#48 CCc1nc(C2CCCN2S(=O)(=O)c2cccc3cccnc23)n[nH]1 (configuration not stated)
    0	-1
#49 COc1ccc(C(CC(=O)N2CCCC(C)C2)c2c(OC)cc(OC)c3ccc(=O)oc23)cc1 (configuration not stated)
    -4	18
#50 O=C(Cn1cnc([N+](=O)[O-])n1)NC12CC3CC(CC(C3)C1)C2
    0	0

Complete entries, looked up by structure. Order of screens: Pf apPOL inh	mHTT CaM bind
Cn1nccc1C(=O)N1CCCC(c2noc(-c3cccc(F)c3)n2)C1 (configuration not stated) is listed with -4	-9
C/C(=C\C(=O)c1ccc(Cl)cc1)Nc1ccccc1O is listed with 2	27
O=C(Nc1cccc(NC(=O)c2ccccc2Cl)c1)c1cccc(I)c1 is listed with -3	3
CCOc1ccccc1C(=O)Nc1ccc(C)c([N+](=O)[O-])c1 is listed with 4	7
N#Cc1cccc(C(=O)NC2CNC(=O)C2)c1 (configuration not stated) is listed with 1	-14

Other entries follow:
Value order – Pf apPOL inh	mHTT CaM bind
#51 O=S(=O)(c1ccc(-c2cnco2)cc1)N(Cc1ccccn1)Cc1ccccn1
    -10	.
#52 C=C(C)CN(CC)C(=O)C1CCN(Cc2ccc(OCc3ccccc3)c(OC)c2)CC1
    8	24
#53 CCN1CCN(Cc2noc(-c3cccc(F)c3)n2)CC1
    -1	-4
#54 O=C(NCC1CCN(c2cc(-c3ccncc3)[nH]n2)CC1)c1ccc(F)cc1
    -3	15
#55 O=C(NCc1csc(C2CCCN(C(=O)c3ccccc3)C2)n1)C1CCC1 (configuration not stated)
    0	4
#56 COc1cc(C(=O)Nn2cnc3c(cnn3C(C)(C)C)c2=O)c([N+](=O)[O-])cc1OC
    4	-2
#57 Cc1ccc(C)c(NC(=O)Cn2c(C)cc(-c3nnc(C)o3)c2C)c1
    2	35
#58 Cc1ccc(-n2cc(-c3ccccc3)[nH]c2=O)cc1F
    -4	0
#59 COCCn1c(C2CCN(C(=O)c3ccccc3Cl)C2)nc2ccncc21 (configuration not stated)
    -5	0
#60 N#Cc1ccc(C(=O)N2CCC(c3ccn4ncc(C(=O)N5CCCC5)c4c3)CC2)cc1
    5	12
#61 CC12CN3CC(C)(CN(C1)C3c1ccccc1Cl)C2O (configuration not stated)
    21	1
#62 Cc1cccc(N2CCN(C(=O)C3CCC(CNS(=O)(=O)c4cccs4)CC3)CC2)c1C (configuration not stated)
    -10	12
#63 Cc1c(Cc2ccc3c(c2)OCO3)sc(NC(=O)c2ccc([N+](=O)[O-])s2)c1C#N
    0	21
#64 CCOc1ccc(NC(=O)Cn2nc3c(cc2=O)CCCC3)cc1
    -1	-8
#65 COc1ccc(Cl)cc1-c1nc(C=Nc2ccccc2I)c(O)o1
    0	6
#66 COC(=O)[C@H](C(C)C)N(CCCc1cn(Cc2ccc(C)cc2)nn1)S(=O)(=O)c1ccc(F)cc1Br
    -2	12
#67 CC(C)(C)NC(=O)C(=O)NCc1cccnc1
    -2	-7
#68 COc1ccc(NC(=O)c2cc([N+](=O)[O-])ccc2N2CCCCC2)cc1
    1	3
#69 Cc1cc(C2CCCN2C(=O)c2cc(C(C)C)on2)on1 (configuration not stated)
    0	-8
#70 O=C(NC1CCCC1)C1CCN(c2ncnc3c2oc2ccccc23)CC1
    -1	-3
#71 Cc1cccc(OCC(=O)NC(C)C(=O)O)c1 (configuration not stated)
    0	-7
#72 COc1cc(OC)cc(C(=O)NCC2(O)CCc3ccccc3C2)c1 (configuration not stated)
    0	5
#73 Cc1ccc(NC(=O)C(C)Oc2ccc(Cl)cc2Cl)c([N+](=O)[O-])c1 (configuration not stated)
    -97	11
#74 N#Cc1c(-c2ccco2)cc(C2CC2)nc1SCc1ccccc1
    5	-5
#75 CN1CCN(c2ccc([N+](=O)[O-])cc2C(=O)Nc2ccc(Cl)c(Cl)c2)CC1
    2	12
#76 O=C(O)c1c[nH]c(=O)c([N+](=O)[O-])c1
    0	-5
#77 CCc1ccc(N2CCN(C(=O)C(C)C)C(C)C2=O)cc1 (configuration not stated)
    -1	-6
#78 O=[N+]([O-])c1cc(C=Nc2cc(Cl)cc(Cl)c2)ccc1Cl
    .	-4
#79 CC[C@@H](C)[C@H](NS(=O)(=O)c1ccc(F)cc1Br)C(=O)OC
    -4	6
#80 COc1ccc2cc(-c3nnc(Nc4ccc(F)cc4)s3)c(=O)oc2c1
    -8	-6

Compounds listed so far that have a furan ring, fused or not (five):
Value order – Pf apPOL inh	mHTT CaM bind
#4 COC(=O)c1sc(S(C)(=O)=O)c(C#N)c1-c1cc(C(C)(C)C)oc1C
    -5	.
#14 O=C(Nc1ccc(-n2nncc2-c2ccccc2)cc1)c1ccc(Br)o1
    -5	21
#32 O=C(Nc1c2c(nn1-c1ccc(F)cc1)CSC2)c1ccco1
    -7	79*
#70 O=C(NC1CCCC1)C1CCN(c2ncnc3c2oc2ccccc23)CC1
    -1	-3
#74 N#Cc1c(-c2ccco2)cc(C2CC2)nc1SCc1ccccc1
    5	-5

Additional entries follow.
Value order – Pf apPOL inh	mHTT CaM bind
#81 O=C(Nc1nc2c(Br)cc(Br)cc2c(=O)s1)C1CCC1
    3	.
#82 O=C(CSC1CC(=O)N(c2ccccc2F)C1=O)Nc1cccc(Cl)c1 (configuration not stated)
    -4	-4
#83 O=C1Nc2cc(C(=O)N3CCN(Cc4ccc5c(c4)OCO5)CC3)ccc2N2CCCCC12 (configuration not stated)
    -1	11
#84 NC(=O)C12CC3CC(CC(O)(C3)C1)C2
    .	1
#85 Cc1ccc(S(=O)(=O)NC(c2ccccc2)c2ccccc2)cc1
    -8	-7
#86 O=C(Nc1cc(NC(=O)c2ccccc2)cc(-c2nc3ccccc3o2)c1)c1ccccc1
    4&-3	-1&10
#87 COc1ccccc1C(=O)N1CCCCC1CCN1CCCCC1 (configuration not stated)
    -7	-7
#88 C=C(C)CN(CC)Cc1cc(=O)[nH]c(-c2ccccc2)n1
    -4	1
#89 CCOC(=O)c1c(NC(=O)N2CC(C)Oc3ccccc32)sc2c1CCCC2 (configuration not stated)
    -2	-4
#90 O=C(CN1CCC(c2nnc(-c3ccco3)s2)CC1)c1ccc(Cl)cc1
    4	72*
#91 CC(C)CSc1nc2c(cnn2-c2ccccc2)c(=O)[nH]1
    7	0
#92 Cc1oc2cc(OC(=O)c3ccc4c(c3)OCO4)ccc2c(=O)c1-c1ccccc1
    1	-6
#93 Cc1ccc(CN2C(=O)C[C@@H](NS(=O)(=O)c3ccc4ccccc4c3)C/C=C\C2c2ccc(C)cc2)cc1 (some centres not stated)
    -6	13
#94 O=C(Nc1cccc(Cl)c1Cl)c1cccc(Br)c1
    -4	-13
#95 COc1ccc(C(=O)N2CCC3(CC2)NC(=O)N(Cc2cc(C)ccc2C)C3=O)cc1F
    1	30
#96 COc1ccc(C2=NOC(C(=O)Nc3cc(C)on3)C2)cc1OC (configuration not stated)
    -10	-2
#97 COc1cc(C(=O)Nc2cc3cccc([N+](=O)[O-])c3oc2=O)cc(OC)c1OC
    -9	-1
#98 COc1ccccc1-c1coc2c(CN3CCC(C)CC3)c(O)ccc2c1=O
    6	0
#99 CCn1cnc2c1CN(S(=O)(=O)c1c(C)noc1C)CC2
    5	8
#100 CN(C)c1ccc(/C=C/C=C/c2cc[n+](C)cc2)cc1
    -14	60*
#101 COc1cccc(C2C3=C(NCCN=C3c3ccccc3)C(=O)N2c2ccccc2)c1 (configuration not stated)
    2	4
#102 O=[N+]([O-])c1cccc(C2=CC(c3c(F)cccc3Cl)n3ncnc3N2)c1 (configuration not stated)
    -9	20
#103 c1ccc(CN2CCN(CCN3CCn4c3nc3ccccc34)CC2)cc1
    -1	3
#104 COc1ccc(OC)c(C2=C/C(=C\c3ccc(N(C)C)cc3)C(=O)O2)c1
    8	38
#105 CCN1CCN(c2ncc3c(n2)CCN(Cc2ccc(OC)c(OC)c2OC)C3)CC1
    -2	13
#106 CC(C)Oc1ccc(NC(=O)C(Cl)Cl)cc1
    -7	-1
#107 Cn1nc(-c2nc(-c3ccccc3)no2)c2c1CCN(S(=O)(=O)c1ccc(C#N)cc1)C2
    -2	-7
#108 CC1(C)CC(NC(=O)CCc2ccccc2)CC(C)(C)N1
    -3	-1
#109 c1cnc(NC2CCCCCC2)nc1
    -4	-3
#110 CC1(c2ccccc2)CC(c2ccccc2)=C(C#N)C(=O)N1 (configuration not stated)
    -1	.
#111 CCC(C)Oc1ccc(C=C2C(=O)c3ccccc3C2=O)cc1OC (configuration not stated)
    2	16
#112 Cc1[nH]c(C#N)c(C)c1C1C(C#N)=C(N)OC2=C1C(=O)CC(C)(C)C2 (configuration not stated)
    -5	2
#113 O=C1NN=C(c2ccccc2O)C1[N+](=O)[O-] (configuration not stated)
    0	4
#114 S=C(NC1CCCCC1)NN1CCOCC1
    .	-5
#115 CCOc1ccccc1NC(=O)Nc1ccc(Cl)cc1
    -8	-2
#116 Cc1cccc(NC(=O)Nc2ccc3nnc(C)n3c2)c1
    4	4
#117 CCN(CC)C(=O)CC[C@H]1CC[C@]2(CCCN(C(=O)c3ccccc3)C2)O1
    0	2
#118 CC1(C)C(C(N)=O)C(=N)NC(=O)C1c1nc(-c2ccc(Cl)cc2)cs1 (configuration not stated)
    2	1
